# esBAF inh = SWI/SNF esBAF complex inhibition. mouse ES cells, Bmi1-luciferase knock-in reporter, 24 h; 100% = twice the neutral-well signal. 350,000 compounds, 2% hits. reporter increase, % at 12.5 µM. AID 602393; in the data active = activation above about 40%;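 also: 0% = median of the plate's neutral control wells and 100% = double that signal; a rise in the Bmi1 reporter signal indicates esBAF inhibition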
# ERp5 inh = ERp5 (human) disulfide isomerase inhibition; inhibition, % at 9.99 µM; ERp5 insulin aggregation, absorbance 650 nm, 90 min; 350,000 compounds, 0.05% hits;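 active = mean replicate inhibition above about 25%, with every replicate also reaching it, limit read from the data, passing the limit was not always enough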
# Target sequence (Q15084 whole entry, looked up): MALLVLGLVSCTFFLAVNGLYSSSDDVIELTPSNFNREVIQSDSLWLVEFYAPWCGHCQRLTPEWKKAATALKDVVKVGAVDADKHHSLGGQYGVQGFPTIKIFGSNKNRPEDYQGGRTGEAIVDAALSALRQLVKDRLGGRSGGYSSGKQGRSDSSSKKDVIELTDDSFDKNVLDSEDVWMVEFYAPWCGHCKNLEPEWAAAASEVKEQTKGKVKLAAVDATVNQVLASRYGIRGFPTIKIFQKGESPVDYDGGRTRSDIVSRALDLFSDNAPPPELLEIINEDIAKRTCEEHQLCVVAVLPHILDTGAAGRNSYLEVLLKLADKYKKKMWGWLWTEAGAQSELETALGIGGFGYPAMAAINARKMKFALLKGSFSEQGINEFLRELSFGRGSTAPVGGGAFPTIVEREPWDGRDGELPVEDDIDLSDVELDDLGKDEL
# E-sel inducer = induces E-selectin expression in human endothelial cells; P16581; HUVEC E-selectin immunofluorescence imaging; normalized: neutral wells 0, TNF-alpha wells 100; activation, % at 7.58 µM; 260,000 compounds, 0.37% hits;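 active = mean E-selectin-positive cell signal at least 10% of the positive control, reached in at least 60% of replicates, without over 20% cell loss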;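 also: in these data hits start at about 27%; measured in HUVEC primary endothelial cells; signal is the percent of cells scored E-selectin positive by PE staining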
#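 Test system – human umbilical vein endothelial cells (HUVEC), E-selectin induction · Input – 3,000 HUVEC seeded per well · Buffer or medium – EGM-2, gelatin · Compound dosing – single-point compound dose · Detection – immunofluorescence imaging · Measure – percent E-selectin-positive cells · Controls – TNF-alpha high, DMSO low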
# Casp6 inh = inhibitors of human caspase-6. purified caspase-6, Z-VEID-R110 cleavage fluorescence. inhibition, % at 12.5 µM. AID 686996. P55212. 350,000 compounds, 0.53% hits;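 active = mean inhibition across replicates at least about 35%, with every replicate also reaching that limit, limit read from the data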;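 also: 0% = median of neutral control wells and 100% = no fluorescence left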
# Target sequence (P55212 24-179 limits assumed): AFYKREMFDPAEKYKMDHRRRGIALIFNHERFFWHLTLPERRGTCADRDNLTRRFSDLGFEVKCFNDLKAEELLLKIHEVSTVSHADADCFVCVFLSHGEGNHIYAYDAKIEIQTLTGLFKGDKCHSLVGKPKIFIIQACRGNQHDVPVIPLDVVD
# Target sequence (P55212 194-293 limits assumed): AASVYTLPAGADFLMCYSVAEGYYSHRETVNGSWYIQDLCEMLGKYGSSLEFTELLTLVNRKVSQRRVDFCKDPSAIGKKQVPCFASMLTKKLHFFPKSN
# RAD52 anneal inh = blocks human RAD52 DNA annealing; recombinant RAD52 DNA annealing, FRET fluorescence; inhibition, % at 18.7 µM; 360,000 compounds, 0.46% hits; AID 651710;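 active = every replicate showing at least 50% inhibition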
# PglD inh = blocks C. jejuni PglD acetyltransferase activity | inhibition, % at 12.5 µM | AID 602405 | purified PglD enzyme, DTNB colorimetric CoA detection | 360,000 compounds, 0.098% hits; in the data active = inhibition above about 16%, passing the limit was not always enough; also: strong numbers were not always called active
# ARNT-TACC3 inh = ARNT/TACC3 interaction disruption; Q9Y6A5; inhibition, % at 9.99 µM; AlphaScreen His-ARNT PAS-B/GST-TACC3 binding, luminescence; TACC3 fragment carries E629A point mutation; 390,000 compounds, 0.66% hits;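 active = mean inhibition of replicates at least 50% and at least half of replicates each reaching 50%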;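 also: 0% = complete ARNT plus TACC3 wells and 100% = ARNT alone without TACC3; many hits fall short of the cut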
# RAD54 branch = RAD54 (human) branch migration inhibition | Q92698 | RAD54 Holliday junction branch migration, FAM/BHQ fluorescence | inhibition, % at 10.4 µM | 360,000 compounds, 0.14% hits;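 active = mean normalized replicate activity at least 40 and at least half of replicates scoring 40 or more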;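 also: 0% = median of neutral control wells and 100% = median of positive control wells; inhibitors cause a drop in the FAM fluorescence signal; in these data hits start at about 50%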
# The depositor's hits bear a star; . = no result given; & = joins results of further samples.
no.	mol	esBAF inh	ERp5 inh	E-sel inducer	Casp6 inh	RAD52 anneal inh	PglD inh	ARNT-TACC3 inh	RAD54 branch
1	C(=C/c1nccc2c1[nH]c1ccccc12)/c1ccc2c(c1)OCO2	76*	0	20	3	-74	-1	-9	59*
2	CCS(=O)(=O)Nc1ccc2c(c1)C(=O)N(C)C[C@@H](OC)[C@@H](C)CN(C(=O)CN(C)C)[C@@H](C)CO2	-1	-3	11	-1	6	2	-7	-4
3	O=S(=O)(c1ccccc1)N1CCc2ccccc21	.	2	-0.2	-2	-24	.	-9	.
4	O=C(COC(=O)CCc1nc2ccccc2n1-c1ccccc1)Nc1cccc(Cl)c1	3	.	.	.	.	29*	-4	3
5	COc1ccc(CCC(=O)Nc2nc3c(s2)CN(C)CC3)cc1OC	-4	.	.	.	.	0	-69	-1
6	Cc1cccc(N(C(=O)c2csnn2)C(C(=O)NC(C)(C)C)c2ccncc2)c1 (centres undefined)	0	-1	.	0	15	-4	7	-6
7	CCCNC(=O)N1[C@H](C#N)[C@@H](c2ccc(C#Cc3cccc(F)c3)cc2)[C@@H]1CO	12	0	-0.2	-6	-97	1	1	-7
8	CNc1nc(-c2ccccc2)cc(C)c1S(C)(=O)=O	.	-12	1.2	-3	-9	.	-37	.
9	COc1ccc(C(=O)Nc2ccc(NC(C)=O)cc2)cc1S(=O)(=O)N(C)Cc1ccccc1	-3	-2	-0.1	1	2	.	.	.
10	CC(C)(C)c1ccc(C(=O)NCc2nnc(SCC(=O)N3CCCC3)o2)cc1	7	7	.	1	-27	-95	.	-1
11	COc1cc(OC)cc(C(=O)N[C@H](C(=O)OCC(N)=O)C(C)C)c1	.	6	.	3	-15	.	0	.
12	COc1ccc(C(=O)Nc2cccc3c2C(=O)NC3=O)cc1S(=O)(=O)N1CCOCC1	-6	.	.	.	.	-4	-3	6
13	C/C=C/c1cnc2c(c1)C(=O)N([C@@H](C)CO)C[C@@H](C)[C@@H](CN(C)C(=O)Nc1ccc(F)cc1)O2	1	1	0.6	0	2	6	8	3
14	COC(=O)CCCC1=CC2=CC(=O)C(C)(OC(=O)c3cccs3)C(=O)C2=CN1c1ccc(OC)cc1 (centres undefined)	-8	-2	4.2	4	-28	-5	0	-9
15	COc1ccc(CN(C)CC(=O)NC(=O)Nc2ccccc2F)cc1	1	2	.	-3	-22	0	-16	-8
16	Cc1ccc(C)c(OCC(=O)NCC(c2ccco2)N2CCCCC2)c1 (centres undefined)	.	-13	0.0	4	-2	.	.	.
17	CCN(CC)CCN1C(=O)Cn2c(C)c(C)c3cccc1c32	-11	3&-2	.	-17&-22	28&34	3	0	20
18	CCOc1ccc(C2=Nn3c(nnc3-c3ccccn3)SC2)cc1	-1	.	0.4	.	.	-3	63*	4
19	COc1cccc(CNC(=O)c2cccc(NC3=NC4CS(=O)(=O)CC4S3)c2)c1 (centres undefined)	-2	-8	5.6	-1	2	-1	0	16
20	CSc1cccc(NC(=O)CSc2nc3ccccc3o2)c1	19	6	.	3	3	5	2	-11
21	CCn1c(SCC(=O)NCc2cccs2)nc2c1c(=O)n(C)c(=O)n2C	3	.	.	.	.	-1	-8	2
22	COc1cc(NC(=O)c2sc3nc(C)nc(N4CCOCC4)c3c2C)cc(OC)c1OC	-4	1	.	3	-1	-4	25	4
23	N=C1C(c2ccccc2)=C(O)CN1CCCO	-5	-3	-0.2	-2	-7	0	-2	-16
24	COc1ccc(N2CCN(C3CCCN(C(=O)C4=C(C)OCCO4)C3)CC2)cc1 (centres undefined)	-2	-3	-0.3	0	-1	1	-18	2
25	O=C(NCc1ccccc1)C(c1c(F)cccc1Cl)N(C(=O)c1csnn1)C1CC1 (centres undefined)	-2	3	0.0	-3	-7	-2	-1	-2

# Grouped by structure: those above containing two or more sulfur atoms.
no.	mol	esBAF inh	ERp5 inh	E-sel inducer	Casp6 inh	RAD52 anneal inh	PglD inh	ARNT-TACC3 inh	RAD54 branch
19	COc1cccc(CNC(=O)c2cccc(NC3=NC4CS(=O)(=O)CC4S3)c2)c1 (centres undefined)	-2	-8	5.6	-1	2	-1	0	16
20	CSc1cccc(NC(=O)CSc2nc3ccccc3o2)c1	19	6	.	3	3	5	2	-11
21	CCn1c(SCC(=O)NCc2cccs2)nc2c1c(=O)n(C)c(=O)n2C	3	.	.	.	.	-1	-8	2

# Continuation.
no.	mol	esBAF inh	ERp5 inh	E-sel inducer	Casp6 inh	RAD52 anneal inh	PglD inh	ARNT-TACC3 inh	RAD54 branch
26	OC(c1cc(C(F)(F)F)nc2c(C(F)(F)F)cccc12)C1CCCCN1 (centres undefined)	0	11	0.2	14	14	-5	2	3
27	CC(C)NC(=O)NC(=O)CSc1ccc(S(=O)(=O)N2CCOCC2)cn1	.	0	.	2	-4	-1	4	2
28	Cc1sc2ncn(CC(=O)Nc3cccc(S(N)(=O)=O)c3)c(=O)c2c1-c1ccccc1	-6	0	.	0	-27	1	-7	8
29	O=S(=O)(c1ccccc1)C1CC1(c1ccccc1)c1ccccc1 (centres undefined)	.	0	-0.9	-3	-43	.	-4	.
30	C[C@H]1CN([C@@H](C)CO)C(=O)c2cc(NC(=O)Nc3ccccc3)ccc2O[C@H]1CN(C)S(=O)(=O)c1cccs1	-3	-11	0.2	2	-15	-5	1	4
31	CC(=O)c1ccc(NC(=O)c2ccc3nc(-c4ccco4)c(-c4ccco4)nc3c2)cc1	-7	.	.	.	.	1	11	-10
32	CCn1cc(C(=O)OCc2ccc(F)cc2)c(=O)c2ccc(C)nc21	-8	.	.	.	.	8	-4	-4
33	CN1c2ccc(-c3cccc(F)c3)cc2[C@H]2[C@H](CCN2C(=O)c2cccc(F)c2)[C@@H]1CO	.	5	0.1	-7	-2	.	.	.
34	O=C(Nc1ccc(F)cc1)N1C[C@@H]2[C@H](c3ccccc31)[C@H](CO)N2C(=O)c1ccccc1F	4	0	0.4	-10	-3	1	2	6
35	CC(=O)N1[C@H](CO)[C@H](c2ccc(-c3ccc(C#N)cc3)cc2)C12CN(C(=O)C1CC1)C2	.	4	-0.1	1	-1	.	.	.
36	CCCn1c(-c2ccccc2)nc2c(=O)n(C)c(=O)[nH]c21	11	.	.	.	.	-1	1	0
37	COc1c(Cl)cc(Cl)cc1C(=O)Nc1ccc(CN2CCCCC2)cc1	.	-2	.	-2	-1	.	-9	.
38	Cc1[nH]nc2c1C1(CCN(Cc3ccccc3)CC1)C(C#N)=C(N)O2	-7	.	.	.	.	2	5	-27
39	Cc1cc(C)nc(SCc2ccc(C(=O)N/N=C3\CC(C)CC(C)(C)C3)cc2)n1 (centres undefined)	.	8	.	0	-85	0	-3	9
40	COc1cc(C2CC(=O)Oc3cc(C)c(Cl)c(C)c32)cc(OC)c1OC (centres undefined)	-3	3	-4.4	0	-18	-6	-3	-2
41	Cc1ccc(-n2nc(C(=O)c3ccccc3)n3c(=O)c(Cc4ccccc4)nnc23)cc1	-2	.	.	.	.	4	1	-2
42	COc1ccc(S(=O)(=O)Nc2ccc(-n3cccc3)cc2)cc1	-7	-2	.	6	-27	6	-3	-3
43	COc1ccc(/C=C/C(=O)N2CCN(c3ccccn3)CC2)c(OC)c1OC	-4	-1	0.0	0	14	-3	10	3
44	Cc1occc1-c1nnc(SCC(=O)Nc2nc3ccccc3s2)o1	21	.	.	.	.	0	4	5
45	C[C@@H]1CN([C@H](C)CO)S(=O)(=O)c2ccc(C3=CCCCC3)cc2O[C@H]1CN(C)Cc1ccccn1	-9	2	0.0	3	20	3	5	-1
46	O=C(O)c1ccccc1C(=O)N(c1ccccc1)c1ccccc1	.	4	.	1	-9	.	6	.
47	Cc1ccc(C)c(NC(=O)COC(=O)c2nc(Cl)ccc2Cl)c1	-1	1	.	1	-7	0	.	-12
48	COc1ccc(C)cc1NC(=O)CCNS(=O)(=O)c1cccc2nonc12	-3	-1	.	-2	-16	.	-8	-2
49	CNC(=O)C[C@H]1CC[C@@H]2[C@@H](COc3ccc(NC(=O)Nc4ccc(Cl)cc4)cc3C(=O)N2C)O1	-2	1	0.2	0	-11	0	4	3
50	CCC(C)n1c(SC(C)C#N)nc2ccccc2c1=O (centres undefined)	-3	1	.	2	-4	7	-2	0
51	O=C(O)CCC(C(=O)O)n1c(O)c(C2=c3ccccc3=NC2=O)sc1=S (centres undefined)	-2	.	.	.	.	-4	-2	-7
52	O=C(C[C@@H]1CC[C@H]2[C@@H](COC[C@@H](O)CN2Cc2cc(F)cc(F)c2)O1)Nc1nccs1	9	0	-0.2	1	0	1	1	-4
53	CC1Cc2nc(SCC(=O)NCC3CCCO3)n(-c3ccc(F)cc3)c(=O)c2S1 (centres undefined)	-10	-6	0.0	10	1	-5	-1	1
54	CCCOc1ccccc1C(=O)NC(CO)C(=O)O (centres undefined)	-4	.	.	.	.	7	6	1
55	O=C(NC1CCCc2ccccc21)C1CCN(c2nnc(-n3cccc3)s2)CC1 (centres undefined)	5	1	1.6	0	-62	2	-7	3
56	N#C[C@@H]1[C@@H](c2ccccc2-c2ccc(F)cc2)[C@@H](CO)N1c1ncc(-c2ccccc2)s1	.	1	-0.1	0	2	.	.	.

# Some values from the list:
# esBAF inh result of compound 10 is entered as 7
# ARNT-TACC3 inh result of compound 6 is entered as 7
# Casp6 inh result of compound 26 is entered as 14
# ERp5 inh result of compound 35 is entered as 4
# ERp5 inh result of compound 24 is entered as -3
# RAD54 branch result of compound 12 is entered as 6

# 5 entries from above, sorted by heavy-atom count, lowest first.
no.	mol	esBAF inh	ERp5 inh	E-sel inducer	Casp6 inh	RAD52 anneal inh	PglD inh	ARNT-TACC3 inh	RAD54 branch
54	CCCOc1ccccc1C(=O)NC(CO)C(=O)O (centres undefined)	-4	.	.	.	.	7	6	1
55	O=C(NC1CCCc2ccccc21)C1CCN(c2nnc(-n3cccc3)s2)CC1 (centres undefined)	5	1	1.6	0	-62	2	-7	3
52	O=C(C[C@@H]1CC[C@H]2[C@@H](COC[C@@H](O)CN2Cc2cc(F)cc(F)c2)O1)Nc1nccs1	9	0	-0.2	1	0	1	1	-4
56	N#C[C@@H]1[C@@H](c2ccccc2-c2ccc(F)cc2)[C@@H](CO)N1c1ncc(-c2ccccc2)s1	.	1	-0.1	0	2	.	.	.
49	CNC(=O)C[C@H]1CC[C@@H]2[C@@H](COc3ccc(NC(=O)Nc4ccc(Cl)cc4)cc3C(=O)N2C)O1	-2	1	0.2	0	-11	0	4	3
